NCI-60 one-dose screen, 48 h, at 10 µM unless noted. Numbers give growth in % (100 = growth as untreated, 0 = no growth, -100 = all killed).
OVCAR-5: OVCAR-5 ovarian cancer; hit rate 2.9% among 82,000
IGROV1: IGROV1 ovarian cancer; AID 1794786; hit rate 4.7% among 79,000
TK-10: TK-10 renal cancer cells. hit rate 3.9% among 81,000. AID 1794769
UO-31: UO-31 renal cancer; hit rate 5.2% among 81,000
SK-OV-3: SK-OV-3 ovarian cancer cells; hit rate 3.2% among 80,000
OVCAR-4: OVCAR-4 ovarian cancer cells; hit rate 3.7% among 80,000; AID 1794784
SN12C: SN12C renal cancer cells; hit rate 3.8% among 81,000; AID 1794767
786-0: 786-0 renal cancer cells; hit rate 5.1% among 81,000; AID 1794775
Active calls of the source: *; . = no result given; & = joins results of further samples. The calls were made as follows: active = growth percent below 10; inactive = the rest.

SMILES	OVCAR-5	IGROV1	TK-10	UO-31	SK-OV-3	OVCAR-4	SN12C	786-0
CC1=C(C)C(=O)O[C@@H]([C@](C)(O)[C@]2(O)CC[C@@]3(O)[C@@H]4C[C@H]5O[C@]56CC=CC(=O)[C@]6(C)[C@H]4CC[C@]23C)C1	22	-37*	-48*	-24*	-19*	8.0*	3.6*	-31*
COC(=O)[C@@H](NC(=O)c1cn(Cc2ccccc2)c2ccccc12)C(C)C	105	89	110	77	95	97	101	101
C/C(=C\c1ccn(-c2ccccc2N)n1)[C@@H]1C[C@@H]2O[C@]2(C)CCC[C@H](C)[C@H](O)[C@@H](C)C(=O)C(C)(C)[C@@H](O)CC(=O)O1	32	41	52	42	40	51	38	18
Cc1ccc2oc(=O)c3c(c2c1)OC(N)=C(C#N)C3c1ccco1 (stereo not drawn)	102	104	108	78	.	114	101	102
Cc1ccc(N=C=O)cc1N=C=O	94&108	111&102	99	91&91	97&103	112&115	103&109	110&106
CCOC1=C2CCC3C4CCC(=O)C4(C)CCC3C2(C)CCC1=O (stereo not drawn)	102	86	101	86	111	97	111	103
CNC(=O)Oc1cccc(N=CN(C)C)c1	113	110	103	.	106	103	100	102
O=C(CCCc1ccc([N+](=O)[O-])cc1)Nc1cccc(S(=O)(=O)F)c1	90	98	90	69	95	102	94	84
CN1CCN(c2ccc(Cl)cc2)CC1	80	68	102	86	103	99	91	104
N#C[Se]CCOC(=O)CCCCC1SCC2NC(=O)NC21 (stereo not drawn)	97	98	112	74	107	103	98	97
CCC1C(=O)NC(=O)N(c2ccccc2)C1=O (stereo not drawn)	120	114	105	101	116	108	106	113
Nc1cc2nonc2c2nonc12	98	106	98	85	103	102	113	100
S=c1nc2[se]c3c(c2c(Nc2ccc(Cl)cc2)[nH]1)CCCCC3	104	112	141	82	93	99	117	103
CCCCOC(C(=O)OCCN(CC)CC)(c1ccccc1)c1ccccc1	87	78	85	68	100	87	85	73
O=C(O)C(Br)CBr (stereo not drawn)	117	104	.	89	101	97	98	96
CCC(c1ccc(OC)cc1)C(CN(CCCl)CCCl)c1ccc(OC)cc1 (stereo not drawn)	98	81	.	84	114	107	96	97
C[C@]12CC[C@H]3[C@@H](CC=C4c5nc(-c6ccc(F)cc6)sc5CC[C@@]43C)[C@@H]1CC[C@@H]2O	93	105	119	93	116	99	94	78
CCCCNC(=O)OCC(C)(CCC)COC(N)=O (stereo not drawn)	101	.	123	95	111	112	106	109
CN(C)CCS(=O)(=O)C(c1ccccc1)c1ccccc1	109	103	109	86	108	110	.	116
COC(=O)[C@@H](C)C[C@H](Cc1ccccc1)NC(=O)c1nc([C@@H](C[C@H](C(C)C)N(C)C(=O)[C@@H](NC(=O)[C@H]2CCCCN2C)C(C)C)OC(C)=O)sc1C(C)C	27	20	45	18	27	42	11	-6.1*
NC(N)=N/N=C/c1cccnc1	98	105	113	78	94	108	92	102
CC[C@H]1C2CC3[C@@H]4N(C)c5ccccc5[C@]45C[C@@H](C2C5O)N3[C@@H]1O (stereo partly drawn)	.	96	101	79	109	102	99	97
Nc1ccc(Sc2ccc(N)cc2)cc1	107	99	102	82	111	124	97	107
CN[C@@H](C)[C@@H](O)c1ccccc1	100	123	108	101	108	113	98	103
CC12C=CC(=O)C=C1CCC1C2C(O)CC2(C)C1CCC2(O)C(=O)COC(=O)CCCc1ccc(N(CCCl)CCCl)cc1 (stereo not drawn)	102&96	71&68	103	79&94	70&68	86&99	54&43	105&104
Cc1ccc(S(=O)(=O)n2cc([C@@]3(O)C[C@H](CI)OC3=O)c3ccccc32)cc1	93	95	101	87	106	91	94	99
O=C(O)CSCC(=O)O	98	108	115	90	106	102	102	102
COC1=C[C@H]2[C@@H](C#N)CC3(C(=O)c4ccc(Br)cc4)C[C@H](C#N)[C@H](C1)N23 (stereo partly drawn)	116	114	97	91	110	98	96	102
CC(CO)NC1CCCCC1 (stereo not drawn)	102	102	95	87	111	102	111	100
CC(C)(C)c1ccc(C(C)(C)OO)cc1	108	.	61	.	117	113	100	106
COC(=O)C[C@](O)(CCC(C)C)C(=O)O[C@H]1C(OC)=C[C@@]23CCCN2CCc2cc4c(cc2[C@@H]13)OCO4	-20*	-19*	-16*	-25*	-8.4*	-23*	-15*	-16*
CCOC(=O)c1c(C)n(Cc2ccccc2)c2cc(CN(C)C)c(O)cc12	69	.	69	44	70	68	58	58
COC1=CC(=O)O[C@@H](CCc2ccc3c(c2)OCO3)C1	125	92	150	93	113	109	105	152
Oc1ccccc1Br	103	112	95	83	109	110	101	107
O[C@@]12C[C@@H]([C@H]3CO[C@@H]1O3)n1nnnc1N2	104	117	103	82	99	108	96	101
C=CC(=O)NC(C)(C)CC(C)=O	105	102	98	90	106	105	106	96
O=C1C(Br)=C(Br)C(=O)C1(Br)Br	106	106	109	86	97	108	102	99
COC(=O)Cc1ccccc1	102	86	128	85	130	.	108	112
Cc1ccc(S(=O)(=O)n2cc(C=C3C(=O)N(C)C(=O)N(C)C3=O)c3ccccc32)cc1	103	.	124	59	84	84	89	94
CN(C)c1ccc(N)cc1	89&112	62&94	26&117	75	70&90	40&98	65&96	109
CNC(=O)Oc1cccc(C=O)c1	92	104	89	83	103	113	97	93
CC(Cc1ccccc1)[N+](=O)[O-] (stereo not drawn)	104	96	117	81	108	112	102	106
COc1ccc(Cn2c(Cl)c(C(=O)O)c3cc(OC)ccc32)cc1	92	91	130	71	118	103	100	103
CC(C)(Br)C(=O)C(C)(C)Br	97	99	98	89	108	100	98	103
O=C(Nc1ccccc1)C(Cl)(Cl)Cl	107	.	103	96	89	108	104	106
C=CC[Se]C(=O)c1ccc(C(=O)[Se]CC=C)s1	-62*	-79*	-80*	-98*	-95*	-68*	-56*	-96*
O=C1C(Cl)=C(Cl)C(=O)C1(Cl)Cl	113	110	108	100	107	117	106	100
CNC(=O)Oc1cccc2cccnc12	107	103	101	72	104	91	104	104
C[C@]12CCc3nc(Nc4ccccc4F)sc3C1=CC[C@@H]1[C@@H]2CC[C@]2(C)C(=O)CC[C@@H]12	76	62	36	65	73	74	70	39
Nc1cccc(CCCCc2cccc(S(=O)(=O)F)c2)c1	95	116	112	91	103	99	100	94
COC(=O)[C@]1(C)CCC[C@]2(C)c3c(cc(C(C)C)c4c3[C@@H]3[C@@H]5OO[C@@H](O5)[C@@H]3[C@H](C)N4C(=O)C(F)(F)F)CC[C@@H]12	106	105	89	85	97	97	95	100
CN1C2CCC1CC(OC(=O)c1ccc(O)cc1)C2 (stereo not drawn)	103	130	105	105	112	107	118	106
O=C1NC(=S)NC(=O)C1=Cc1ccncc1	101	123	130	87	111	103	105	107
Cc1cc(NC(=O)NCCOc2ccc(N3C(N)=NC(N)=NC3(C)C)cc2Cl)ccc1S(=O)(=O)F	27	33	35	82	55	71	7.7*	35
C[C@]12CC[C@H](S)CC1=CC[C@@H]1[C@@H]2CC[C@]2(C)C(=O)CC[C@@H]12	92	99	90	92	116	115	.	104
COc1ccc(/C=C\c2cc(OC)c(OC)c(OC)c2)c(NS(=O)(=O)c2ccc(Cl)cc2)c1O	49	30	25	34	22	33	22	26
Cc1c([N+](=O)[O-])cc(S(=O)(=O)O)cc1[N+](=O)[O-]	101	101	113	77	112	124	96	111
O=C1NC(=O)C(=Cc2ccccc2[N+](=O)[O-])C(=O)N1	95&101	113&107	102&112	91&82	99&115	100&120	95&99	104&105
N#CC(C#N)=Cc1ccc(Cl)cc1Cl	101	.	94	97	95	112	97	96
OC(c1cccc(Cl)c1)C(Cl)(Cl)Cl (stereo not drawn)	102	111	93	90	87	.	88	101

Seven neighbouring records out of the list so far:
SMILES	OVCAR-5	IGROV1	TK-10	UO-31	SK-OV-3	OVCAR-4	SN12C	786-0
CNC(=O)Oc1cccc(C=O)c1	92	104	89	83	103	113	97	93
CC(Cc1ccccc1)[N+](=O)[O-] (stereo not drawn)	104	96	117	81	108	112	102	106
COc1ccc(Cn2c(Cl)c(C(=O)O)c3cc(OC)ccc32)cc1	92	91	130	71	118	103	100	103
CC(C)(Br)C(=O)C(C)(C)Br	97	99	98	89	108	100	98	103
O=C(Nc1ccccc1)C(Cl)(Cl)Cl	107	.	103	96	89	108	104	106
C=CC[Se]C(=O)c1ccc(C(=O)[Se]CC=C)s1	-62*	-79*	-80*	-98*	-95*	-68*	-56*	-96*
O=C1C(Cl)=C(Cl)C(=O)C1(Cl)Cl	113	110	108	100	107	117	106	100

Next part.
SMILES	OVCAR-5	IGROV1	TK-10	UO-31	SK-OV-3	OVCAR-4	SN12C	786-0
O=S(=O)(Cl)c1ccccc1 (tested in a mixture with another compound)	94	109	105	85	102	106	102	102
O=S1(=O)c2ccccc2-c2ccccc21	97	101	111	84	116	115	91	103
Sc1cc(Cl)c(Cl)cc1Cl	.	.	121	.	100	91	98	96
O=C1c2ccccc2C(=O)N1[N+](=O)[O-]	112	109	93	86	114	109	97	100
ClCCN(CCCl)c1nc(Cl)c(C2CC(c3ccc(Cl)cc3)=NN2c2ccccc2)s1 (stereo not drawn)	95	99	122	67	79	101	91	95
N#CC1C(C#N)C2CCC1C1C2N1c1ccccc1 (stereo not drawn)	92	85	106	72	100	106	99	107
CCOP(=O)(OCC)/C(C#N)=C/c1ccc(C)o1	106	112	103	100	105	109	95	101
CCOCCOC(=O)CCOCCN1CC1	110	108	121	86	99	111	109	108
O=[N+]([O-])c1cc([N+](=O)[O-])c(Nn2c3ccccc3c3ccccc32)c([N+](=O)[O-])c1	29	23	0.8*	-3.9*	-17*	6.4*	5.0*	0.8*
CCOP(=S)(Nc1cccc(C(F)(F)F)c1)OCC	105	96	99	76	97	110	108	100
C/C(=N/N=C(N)N)c1cccnc1	90	90	86	86	98	95	92	97
CC(C(O)c1ccccc1)N(Cc1ccccc1)Cc1ccccc1 (stereo not drawn)	106	94	92	70	91	92	92	99
CCN(CC)CCSC(=O)C(O)(c1ccccc1)c1ccccc1	86	97	89	67	105	124	91	111
COC(=O)C1C(C(=O)O)C2(Cl)C(Cl)=C(Cl)C1(Cl)C2(Cl)Cl (stereo not drawn)	99	100	103	86	103	119	110	110
O=c1cc(N2CCNCC2)c2cc(F)ccc2[nH]1	103	104	105	97	108	104	99	101
O=C(O)CNC(=O)CF	97	97	109	68	99	96	.	92
CCOP(=S)(Oc1ccc([N+](=O)[O-])cc1)c1ccccc1 (stereo not drawn)	91	114	108	102	100	116	108	99
C#CCN(C)C(C)Cc1ccccc1 (stereo not drawn)	121	85	126	94	102	90	95	96
O=S(=O)(c1ccc(O)cc1)c1ccccc1O	99	117	107	.	107	116	101	.
Oc1cccc2cccnc12	89	104&118&120	104&98&113	80&94&74	100&98&107	114&120&61	100&103&90	105&105&106
Cc1cc(N(CCCl)CCCl)ccc1C=Nc1cccnc1	28	99	56	70	61	81	57	63
CN1C(=O)[C@]23C[C@H]4C(C)(C)[C@@]5(C[C@@]41CN2CC[C@@]3(C)O)C(=O)Nc1c5ccc2c1OC=CC(C)(C)O2	118	98	.	92	99	109	102	105
C[C@]12CC[C@H]3[C@@H](CCC4=CC(=O)CC[C@@H]43)[C@@H]1CC[C@@H]2OC(=O)N(CCCl)N=O	108	-2.4*	88	41	47	85	23	18
CC1=C(CCCOC(=O)CN)C2=C(C)C3(CC3)[C@@](C)(O)C(=O)C2=C1	114	33	102	73	51	85	81	79
CC(C)CC(C)OC(=O)Cc1ccccc1 (stereo not drawn)	100	106	98	94	98	116	101	102
CC12C(C(=O)O)C1(c1ccccc1)C2C(=O)O (stereo not drawn)	106&102	109&109	106&98	83&90	104&101	105&103	102&95	102&115
CC(C)N(CC#CCO)CCO	97	107	98	103	105	111	99	105
CCN(CC)CCO/N=C1\CC2C3CCC(=O)C3(C)CCC2C2(C)CCC(=O)C=C12 (stereo not drawn)	98	95	115	64	98	.	97	83
c1cnc2[nH]cc(-c3csc(-c4cn(CCCCN5CCCCC5)c5ccccc45)n3)c2c1	96	45	124	49	109	84	75	81
CCC1(CC)C(=O)NC(=O)NC1=O	95	110	97	85	111	102	107	97
C[C@]12CC[C@H](O)CC1=CCC1C2CC[C@]2(C)C(=O)CC[C@@H]12 (stereo partly drawn)	95	104	110	80	111	106	102	98
CC(=O)O[C@H]1CC[C@H]2[C@@H]3CC(=C(Br)Br)C4=CC(=O)CC[C@]4(C)[C@H]3CC[C@]12C	103	90	82	70	75	86	90	81
N#CC(C#N)=Cc1ccc(F)cc1	117	113	98	106	101	111	100	104
ClCc1ccccc1	97	97	112	90	115	107	100	113
CC(OC(=O)CCl)C(=O)O (stereo not drawn)	106	104	99	90	118	105	104	100
CCCCNCC(O)c1ccccc1 (stereo not drawn)	85	113	99	96	110	107	100	106
COc1ccc(C(O)(c2ccccc2)c2ccncc2)cc1 (stereo not drawn)	95	104	105	84	53	.	88	94
O=[N+]([O-])c1cc([As](=O)(O)c2ccc(O)c([N+](=O)[O-])c2)ccc1O	103	111	108	96	96	95	98	87
O=c1s[se]c2ccccc12	96	123	99	91	104	101	104	105
N#CC(C#N)=Cc1cc(Cl)ccc1O	85	76	95	.	90	95	90	.
CC(=O)C(C)(C)C	95	111	115	96	114	101	99	109
O=C(/C=C/C(=O)OCC(Cl)(Cl)Cl)OCC(Cl)(Cl)Cl	114	99	112	84	109	.	100	104

Gathered by group, the entries above containing an aryl methoxy group (4)
SMILES	OVCAR-5	IGROV1	TK-10	UO-31	SK-OV-3	OVCAR-4	SN12C	786-0
CCC(c1ccc(OC)cc1)C(CN(CCCl)CCCl)c1ccc(OC)cc1 (stereo not drawn)	98	81	.	84	114	107	96	97
COc1ccc(Cn2c(Cl)c(C(=O)O)c3cc(OC)ccc32)cc1	92	91	130	71	118	103	100	103
COc1ccc(/C=C\c2cc(OC)c(OC)c(OC)c2)c(NS(=O)(=O)c2ccc(Cl)cc2)c1O	49	30	25	34	22	33	22	26
COc1ccc(C(O)(c2ccccc2)c2ccncc2)cc1 (stereo not drawn)	95	104	105	84	53	.	88	94

Compound activity from PubChem.

Not all compounds are listed (hit frequency here may not be typical).
